Assay outcomes as filed in PubChem.
Rpn11 block: Rpn11 (PSMD14) deubiquitinase inhibitors, primary screen, biochemical, fluorescence polarization, uHTS | 26S proteasome non-ATPase regulatory subunit 14 (Homo sapiens), O00487 | human 26S proteasome, Ub4-pepOG fluorescence polarization; 20S core pre-blocked with epoxomicin | calls only at 20 µM | 360,000 tested, 0.59% active;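 active = inhibition at 20 µM, scaled to each plate's controls, above about 33%, limit read from the data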
Target sequence (O00487 whole entry, looked up): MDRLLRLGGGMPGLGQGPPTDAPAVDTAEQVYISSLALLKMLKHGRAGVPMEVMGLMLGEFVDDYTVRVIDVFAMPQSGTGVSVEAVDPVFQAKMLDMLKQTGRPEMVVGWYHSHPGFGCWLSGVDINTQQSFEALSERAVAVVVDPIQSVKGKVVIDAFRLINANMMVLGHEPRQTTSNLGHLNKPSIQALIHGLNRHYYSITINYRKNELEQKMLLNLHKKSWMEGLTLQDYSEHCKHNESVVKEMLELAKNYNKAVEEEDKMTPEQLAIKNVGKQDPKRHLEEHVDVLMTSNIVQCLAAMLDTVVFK
STEP block: STEP phosphatase inhibitors, primary screen, biochemical, fluorescence intensity, uHTS. recombinant STEP, OMFP fluorogenic substrate. inhibition, % at 20 µM. 360,000 tested, 0.25% active;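 active = inhibition at 20 µM, scaled per plate between control wells, above about 37%, limit read from the data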;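 note: 0% = DMSO with enzyme and substrate and 100% = substrate only without enzyme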
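Assay system: isolated STEP enzyme. Buffer or medium: pH 6.0 Bis-Tris with DTT and Tween 20. Also added: fluorogenic phosphatase substrate OMFP at 25 µM final. Dosing: 20 µM, 1% DMSO. Timing: 20 min reaction, room temperature, in the dark. Measured by: fluorescence intensity, excitation 480 nm, emission 540 nm. Evaluation: normalized % inhibition.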
PABP1 MLLE inh: inhibitors of PABP1 MLLE–PAM2 peptide binding, primary screen, biochemical, fluorescence polarization, FITC-PAM2, GST-MLLE; inhibition, % at 20 µM; 360,000 tested, 0.36% active; AID 588489, 2011; in the data active = inhibition above about 35%, passing the limit was not always enough;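 note: plate controls were DMSO wells with GST-MLLE for no effect and wells lacking GST-MLLE protein for full effect; some results filed as inactive read as strong as hits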
Target sequence (P11940 whole entry, looked up): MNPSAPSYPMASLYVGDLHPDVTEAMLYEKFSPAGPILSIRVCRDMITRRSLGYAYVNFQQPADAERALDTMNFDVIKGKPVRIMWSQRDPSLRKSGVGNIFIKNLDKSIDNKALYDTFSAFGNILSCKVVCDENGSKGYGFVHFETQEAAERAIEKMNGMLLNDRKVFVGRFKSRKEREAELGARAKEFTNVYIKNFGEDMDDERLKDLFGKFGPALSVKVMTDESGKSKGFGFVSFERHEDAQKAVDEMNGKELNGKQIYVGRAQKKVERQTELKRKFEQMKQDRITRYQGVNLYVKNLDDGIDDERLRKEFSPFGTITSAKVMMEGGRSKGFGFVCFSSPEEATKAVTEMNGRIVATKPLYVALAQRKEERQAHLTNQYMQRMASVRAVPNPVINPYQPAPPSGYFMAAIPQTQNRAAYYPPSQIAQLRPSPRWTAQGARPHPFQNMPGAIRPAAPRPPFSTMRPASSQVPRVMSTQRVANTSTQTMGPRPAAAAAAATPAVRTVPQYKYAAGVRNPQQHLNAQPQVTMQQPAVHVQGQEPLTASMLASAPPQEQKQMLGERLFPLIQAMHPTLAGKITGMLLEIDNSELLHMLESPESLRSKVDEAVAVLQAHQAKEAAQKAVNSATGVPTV
NadD block: inhibitors of S. aureus NadD, primary screen, biochemical, colorimetric, uHTS. inhibition, % at 20 µM. 360,000 tested, 0.78% active. purified NadD enzyme, colorimetric absorbance read-out. Nicotinate-nucleotide adenylyltransferase NadD (Staphylococcus aureus N315); in the data active = inhibition above about 26%; note: some compounds past the cut are filed as inactive
LMPTP block: LMPTP phosphatase inhibitors, primary screen, biochemical, fluorescence intensity, uHTS | recombinant LMPTP-A, OMFP fluorogenic substrate | Low molecular weight phosphotyrosine protein phosphatase (Homo sapiens), P24666 | inhibition, % at 20 µM | AID 651560, 2012 | 360,000 tested, 0.22% active;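 active = compounds that cut the enzyme signal by at least half of the control window in the single-dose screen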;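 note: plate controls were DMSO wells with enzyme plus substrate for no effect and substrate without enzyme for full effect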
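Test system – LMPTP-A enzyme · Amount – LMPTP-A at 0.625 nM final in the reaction · Buffer or medium – Bis-Tris pH 6.0, DTT, detergent · Reagent – OMFP 400 µM · Doses – single 20 µM dose · Schedule – reaction 50 min, room temperature, dark · Detection – fluorescence intensity of OMFP turnover product · Evaluation – percent inhibition versus substrate-only and uninhibited controls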
SUMO1-SIM PPI: modulators of SUMO1 protein-protein interactions, primary screen, biochemical, uHTS | SUMO1 binding to a labelled peptide, TR-FRET, 1 h | inhibition, % at 20 µM | 360,000 tested, 0.33% active; in the data active = inhibition above about 37%
CSN inh: inhibitors of CSN-mediated cullin deneddylation, primary screen, biochemical, fluorescence polarization, uHTS; COP9 signalosome complex subunit 5 (Homo sapiens), Q92905; Purified CSN, SCF-Nedd8-OG deneddylation; inhibition, % at 12.5 µM; 360,000 tested, 0.38% active;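 active = pattern-corrected inhibition above about 35%, with an unprinted fluorescence ratio check between 0.5 and 1.5, limit read from the data, passing the limit was not always enough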;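 note: 0% = enzyme with substrate and 100% = substrate without enzyme; some results filed as inactive read as strong as hits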
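Detection – fluorescence polarization · System – HEK293T-derived human Csn5 enzyme · Controls – substrate-only high control, full reaction low control · Timing – 90 min, room temperature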
TbMetRS inhib: T. brucei MetRS inhibitors, primary screen, biochemical, luminescence; methionyl-tRNA synthetase (Trypanosoma brucei brucei); purified T. brucei MetRS, ATP depletion, Kinase-Glo luminescence; inhibition, % at 11.9 µM; 360,000 tested, 0.4% active;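 active = inhibition above a per-plate cutoff of the control wells' mean inhibition plus 3 SD, cut at about 5.5% in these data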;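 note: 0% = DMSO wells median and 100% = median of wells with control inhibitor compound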
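System: purified T. brucei MetRS enzyme / Detection: Kinase-Glo luciferase luminescence reporting remaining unconsumed ATP / Medium: HEPES buffer with MgCl2, KCl, DTT, spermine, BSA, pyrophosphatase / Replication: singlicate, one well per compound / Evaluation: percent inhibition relative to median high and low control wells / Schedule: 2 h aminoacylation at 25 °C after 15 min preincubation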
DNMT1 block: human DNMT1 methyltransferase inhibitors, primary screen, biochemical, molecular beacon, fluorescence, HinP1I cleavage, uHTS; DNA (cytosine-5)-methyltransferase 1 (Homo sapiens), P26358; inhibition (reported as % activation of signal), % at 10 µM; 360,000 tested, 0.83% active; AID 588458, 2011; in the data active = inhibition above about 50%
Scp1 inh: Scp-1 phosphatase inhibitors, primary screen, biochemical, colorimetric, uHTS; Recombinant Scp1, phosphopeptide, malachite green phosphate absorbance; inhibition, % at 20 µM; 340,000 tested, 0.88% active; AID 493091, 2011;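 active = inhibition above about 50% at 20 µM, limit read from the data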;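 note: plate controls were DMSO wells with enzyme for no effect and wells lacking enzyme for full effect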
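Times: enzyme reaction 45 min at room temperature, colour 5 min, stabilisation 30 min. Material: SCP-1 catalytic fragment, aa 76-261. Medium: Acidic Tris acetate buffer with magnesium and detergent. Signal: colorimetric free-phosphate detection, absorbance 630 nm. Read-out basis: % inhibition of SCP-1 phosphate liberation. Reagent: Phosphorylated 17-residue peptide substrate.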
Active calls of the source: *; i = inactive; . = not tested or not shown.

The line under a structure holds: Rpn11 block | STEP block | PABP1 MLLE inh | NadD block | LMPTP block | SUMO1-SIM PPI | CSN inh | TbMetRS inhib | DNMT1 block | Scp1 inh
- C=CCOc1cccc(CNCCCN2CCOCC2)c1
    i | -1.9 | 7.1 | -2.1 | -0.8 | -2.6 | -0.7 | 0.2 | -3.5 | 10.1
- O=C(COC(=O)c1ccccc1C(=O)c1ccccc1)NCCc1ccc(Cl)cc1Cl
    i | 1.7 | 8.1 | 0.0 | 6.1 | -0.7 | -3.1 | 3.2 | -8.8 | -13.0
- CC1CCCCN1c1nnc(NC(=O)Cn2c(=O)oc3ccccc32)s1 (centres undefined)
    i | 3.3 | 4.3 | -0.6 | -0.9 | 8.3 | 3.2 | -0.5 | 1.9 | -6.6
- Cc1cc(Cl)c(S(=O)(=O)Nc2ccc3c(c2)OCCO3)cc1OCC(=O)NC1CCCCC1
    i | 0.7 | -8.5 | 3.8 | 1.1 | 1.3 | 0.0 | -0.2 | -10.2 | 4.7
- COc1ccc(OC)c(/C=C/C(=O)N2CCN(S(=O)(=O)c3cc(C)ccc3C)CC2)c1
    i | -0.4 | 1.2 | -3.1 | 2.8 | -3.6 | -3.5 | 0.0 | -4.2 | -7.3
- CCCc1c(C(=O)N/N=C/C2CC=CCC2)nnn1-c1nonc1N (centres undefined)
    i | 4.9 | 5.6 | -2.1 | -0.7 | -2.0 | -0.9 | -0.4 | -0.9 | .
- N#Cc1ccc(-c2nc3ccccc3nc2-c2ccccc2)cc1C#N
    i | 1.7 | 18.0 | -4.1 | 1.3 | -1.3 | 0.4 | -0.2 | -3.4 | -5.2
- O=C(COc1ccc(F)cc1Cl)Nc1cccc(S(=O)(=O)N2CCCCCC2)c1
    i | 2.7 | 12.9 | 2.2 | 5.2 | 2.2 | -0.8 | -0.5 | -3.4 | -5.2
- O=C(CCN1C(=O)c2ccccc2S1(=O)=O)Nc1ccccc1O
    i | -0.7 | 5.1 | 2.3 | -1.9 | 3.6 | -7.8 | -0.1 | 3.1 | -5.7
- COc1ccc(C(=O)Nc2ccc(C3(C#N)CCCC3)cc2)cc1
    i | -3.0 | 12.3 | -9.7 | 0.7 | 3.0 | -7.5 | -0.2 | -1.0 | -5.3
- CC(=O)Nc1ccc(S(=O)(=O)N(C)CC(=O)NNc2c(F)c(F)cc(F)c2F)cc1
    i | 2.0 | 1.8 | 0.8 | -0.7 | 0.0 | -3.1 | -0.1 | 1.1 | -8.1
- Cc1cnc(C(=O)Nc2cccc(-c3nnc4n3CCCCC4)c2)cn1
    i | -0.5 | -15.4 | -4.4 | -0.3 | 1.1 | -7.1 | -0.2 | -0.2 | -0.4
- Cc1onc(-c2ccccc2)c1C(=O)NC(=S)NNC(=O)c1ccncc1
    i | -1.4 | 41.6* | 3.8 | -0.4 | 2.4 | -1.9 | -0.3 | 0.4 | -7.1
- CN1CCCN(C(=O)c2ccc(Br)s2)CC1
    i | -1.8 | -5.7 | -1.5 | -0.3 | 0.7 | -1.6 | 0.2 | 14.1 | -5.0
- CN(C(=O)c1ccccc1OC1CCN(S(C)(=O)=O)CC1)C1CCOC1 (centres undefined)
    i | -2.5 | -16.0 | 2.7 | -0.8 | 4.0 | 0.0 | 0.5 | -2.0 | -5.7
- Cc1ccc(/C(N)=N/OC(=O)COc2ccccc2Cl)cc1
    i | 2.6 | 0.4 | -4.3 | 2.3 | -2.9 | -0.7 | 0.0 | -4.4 | -7.2
- CN(C(=O)CSC1=Nc2ccccc2C2=NC(c3ccccc3)C(=O)N12)C1CCCCC1 (centres undefined)
    i | -0.2 | 16.5 | 3.7 | -1.0 | 0.2 | 5.9 | -0.7 | -1.5 | 2.8
- Cc1nn(-c2ccccc2)c(N)c1N=Nc1cccc(S(=O)(=O)N2CCOCC2)c1
    i | 3.2 | 4.1 | 0.3 | 4.8 | -22.8 | -1.8 | -0.3 | -5.2 | -2.0
- CC(=O)Nc1ccc(/C(C)=N/NS(=O)(=O)c2ccccc2)cc1
    i | -1.8 | 6.5 | 0.3 | -0.3 | 0.0 | -11.5 | 0.2 | 4.9 | -5.3
- O=c1cc(N2CCCCC2)c(-c2ccccc2)n[nH]1
    i | -0.7 | 2.5 | -4.1 | -1.2 | -1.1 | -6.2 | 0.4 | 0.1 | -9.1
- COc1cccc(/C(C)=N/NS(=O)(=O)c2ccc(Cl)cc2)c1
    i | -2.1 | 2.4 | 5.0 | -0.3 | 2.7 | -9.9 | -0.4 | -0.7 | -0.6
- CN1CCN(C(=O)CSc2ccc(Cl)cc2)CC1
    i | 2.1 | 15.1 | -2.2 | 0.4 | -3.6 | 5.1 | 0.1 | 0.8 | -4.1
- CC(C)c1ccc(S(=O)(=O)c2cnc(=S)[nH]c2N)cc1
    i | 1.5 | 31.9 | 4.9 | -2.3 | 3.1 | 2.6 | -0.3 | -1.0 | -4.5
- COc1cccc(C(=O)Nc2ccc(NC(=O)C3CC=CCC3C(=O)O)cc2)c1 (centres undefined)
    i | -2.0 | 6.0 | -3.1 | -1.8 | 9.9 | 3.8 | -0.5 | -3.5 | -1.6
- O=C1CC(N2CCCc3ccccc32)C(=O)N1c1ccccc1Cl (centres undefined)
    i | -0.5 | 0.3 | 2.8 | -0.7 | -0.3 | -0.4 | 0.1 | -3.5 | -2.2
- COc1ccc(C(=O)C(O)C(c2ccc(C)cc2)N2CCOCC2)cc1OC (centres undefined)
    i | 2.8 | -4.0 | -1.8 | -1.2 | 3.3 | -1.9 | -0.5 | -0.7 | -9.1
- CC(Sc1nc(N)c2c3c(sc2n1)CSC(C)(C)C3)C(=O)Nc1ccccc1 (centres undefined)
    i | -0.5 | 16.9 | 15.3 | 2.4 | 1.1 | 2.2 | 0.0 | -8.4 | -2.4
- O=C(NCCc1ccccc1)C1(S(=O)(=O)c2ccc(Cl)cc2)CC1
    i | -3.0 | -3.3 | -4.9 | 0.6 | 1.7 | -0.8 | -0.8 | -2.4 | -4.5
- COc1cc(/C=N/Nc2nc3ccccc3s2)ccc1OC(=O)c1ccccc1F
    i | -2.2 | 4.5 | 10.7 | 3.0 | -3.3 | -3.8 | -0.3 | -28.2 | 1.5
- O=C(OCC(=O)N(CCc1ccccc1)Cc1ccccc1)c1ccccc1NCCO
    i | -0.8 | -7.8 | -5.2 | 3.1 | 5.0 | 2.3 | -0.3 | 0.2 | 4.0

In the list so far, 2 have a cyano group.
The line under a structure holds: Rpn11 block | STEP block | PABP1 MLLE inh | NadD block | LMPTP block | SUMO1-SIM PPI | CSN inh | TbMetRS inhib | DNMT1 block | Scp1 inh
- N#Cc1ccc(-c2nc3ccccc3nc2-c2ccccc2)cc1C#N
    i | 1.7 | 18.0 | -4.1 | 1.3 | -1.3 | 0.4 | -0.2 | -3.4 | -5.2
- COc1ccc(C(=O)Nc2ccc(C3(C#N)CCCC3)cc2)cc1
    i | -3.0 | 12.3 | -9.7 | 0.7 | 3.0 | -7.5 | -0.2 | -1.0 | -5.3

(further entries)
SMILES	Rpn11 block	STEP block	PABP1 MLLE inh	NadD block	LMPTP block	SUMO1-SIM PPI	CSN inh	TbMetRS inhib	DNMT1 block	Scp1 inh
CC(=O)Nc1ccc(Nc2nc(-c3sc(C)nc3C)cs2)cc1	i	-2.0	17.2	-4.0	1.6	-19.2	-2.8	-0.8	-6.6	-5.2
O=C(O)CCCC(=O)N1CCc2cc(S(=O)(=O)NCc3ccc(F)cc3)ccc21	i	10.5	16.5	-7.3	-1.4	-0.3	-1.4	-0.1	11.0	-1.4
O=C(Nc1ccc(Br)cc1)C1OCCc2ccccc21 (centres undefined)	i	-1.3	3.1	-7.0	-0.6	0.6	-3.4	-0.7	1.1	-22.1
NC(=O)C1CCN(C(=O)C2CCC(=O)N(CC3CCCCC3)C2)CC1 (centres undefined)	i	-3.3	10.0	-4.4	-1.6	2.3	-0.1	-0.6	-0.1	-7.5
CC(C)C(CC(=O)N1CCCCC1)C1CCOC(C)(C)C1 (centres undefined)	i	2.3	-3.9	2.7	-1.1	0.5	0.6	-0.9	4.8	-2.5
CC(C)CNC(=O)c1ccc(NC(=O)c2cccs2)cc1	i	-1.7	-14.3	-3.3	-2.4	-2.3	-3.1	-0.4	-3.5	-5.2
CCCc1cc(C(=O)Nc2sc(C)c(C)c2C(=O)OCC)no1	i	6.4	19.0	4.3	-1.3	3.9	-1.8	0.3	6.4	-11.2
O=C(NCCN1CCOCC1)c1cc(S(=O)(=O)NCCCN2CCCC2=O)ccc1Cl	i	-3.8	-1.7	-1.9	-0.6	-0.2	6.0	-0.8	0.6	-0.3
O=C(NC1CCCCCC1)C1CC(=O)N(c2ccc(Cl)cc2)C1 (centres undefined)	i	0.5	-4.3	-1.0	-1.6	-2.7	1.8	0.6	-3.5	-3.0
